Source: PubChem BioAssay (National Center for Advancing Translational Sciences (NCATS))
Pf growth 48h – Primary qHTS for delayed death inhibitors of the malarial parasite plastid, 48 hour incubation; Potency, µM (top dose mostly 28.7 µM), for inactives: at the highest dose activity change, negative = inhibition, hits mostly inhibitors; P. falciparum luciferase growth in erythrocytes, 48 h; 5.9% of 310,000 active; also: potency is read from the fitted curve at half-maximal effect; % is scaled to controls: 0 for no effect and ±100 for the full control effect
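Luciferase-expressing parasites in RBCs, 2% Hct / 0.1% parasitemia final; RPMI 1640 + 0.5% Albumax; 37 C, 5% CO2, one generation; luminescence read-out, lower signal = inhibition.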
Sm TGR block – qHTS Assay for the Inhibitors of Schistosoma Mansoni Peroxiredoxins | 3% of 360,000 active | Potency, µM (doses to about 114 µM), for the others: top-dose activity change, negative = inhibition, most hits filed as inhibitors | AID 485364, 2010 | Schistosoma mansoni thioredoxin glutathione reductase (TGR), Q962Y6 | purified TGR, DTNB reduction, TNB absorbance 405 nm; also: potency is read from the fitted curve at half-maximal effect; % is scaled to controls: 0 for no effect and ±100 for the full control effect; nearly all actives have a fitted effect of over 60% in size
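Kinetic colorimetric format: TGR-catalysed, NADPH-driven DTNB reduction monitored via TNB absorbance. Enzyme dispensed at 20 nM; compound exposure 15 min at room temperature before reaction start.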
Shiga toxin inh – A qHTS for Small Molecule Inhibitors of Shiga Toxin. Vero cells, Shiga toxin protein synthesis inhibition reporter. inhibition, % at 38.7 µM. 9.2% of 290,000 active; in the data active = inhibition mostly above about 28%, no sharp cut-off; inactive = mostly below about 43%; also: 0% is about no effect
Cycloheximide cs – Cycloheximide Counterscreen for Small Molecule Inhibitors of Shiga Toxin; cell reporter, cycloheximide protein synthesis inhibition counterscreen; AID 2314, 2010; 12% of 300,000 active; max response, %; in the data active = max response mostly above about 13%, no sharp cut-off; inactive = mostly below about 14%; also: read at 38.3 µM for the half of the compounds with a filed dose; 0% is about no effect
Giardia FBPA inh – qHTS Assay for Inhibitors of Fructose-1,6-bisphosphate Aldolase from Giardia Lamblia; AID 2451, 2010; purified Giardia FBPA; Potency, µM (top dose mostly 59.6 µM), for the others: at the highest dose activity, negative = inhibition, actives largely listed as inhibitors; A8B2U2; 0.71% of 290,000 active; also: potency is read from the fitted curve at half-maximal effect; % is scaled to controls: 0 for no effect and ±100 for the full control effect; nearly all actives have a fitted effect of over 55% in size
Target sequence (A8B2U2 whole entry, looked up): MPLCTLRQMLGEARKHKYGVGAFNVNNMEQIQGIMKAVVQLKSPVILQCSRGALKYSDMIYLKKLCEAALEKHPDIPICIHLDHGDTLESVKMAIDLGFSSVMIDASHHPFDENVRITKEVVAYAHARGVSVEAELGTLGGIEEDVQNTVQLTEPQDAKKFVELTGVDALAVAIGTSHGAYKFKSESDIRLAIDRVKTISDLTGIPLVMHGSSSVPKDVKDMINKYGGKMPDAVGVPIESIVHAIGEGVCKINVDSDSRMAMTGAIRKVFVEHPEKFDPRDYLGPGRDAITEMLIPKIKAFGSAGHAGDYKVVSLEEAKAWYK
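40 nM FBPA preincubated 10 min at RT with compound (up to 57.5 uM final), then substrate plus GAPDH/TPI/NAD/arsenate coupling and diaphorase/resazurin added. Fluorescence read after 20 min at RT, 525/598 nm.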
Pf growth 96h – Primary qHTS for delayed death inhibitors of the malarial parasite plastid, 96 hour incubation; Potency, µM (top dose mostly 28.7 µM), without a hit: at the top dose activity change, negative = inhibition, most hits filed as inhibitors; 6.9% of 320,000 active; P. falciparum luciferase reporter growth, 96 h; also: potency is read from the fitted curve at half-maximal effect; % is scaled to controls: 0 for no effect and ±100 for the full control effect
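Readout is luminescence from an integrated firefly luciferase in P. falciparum. Red cells, 2% hematocrit and 0.05% parasitemia final, were cultured with compound through two parasite generations (96 hours) at 37 C, 5% CO2.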
* hit, by the source's call; ? = inconclusive; · = no result given; [ ] = remark or other dose. Unless noted, calls follow the shape of the dose curve; as a rule, active = well fitted curve in the direction sought with a large enough effect; inconclusive = small, poorly fitted or top-dose-only effect, or another doubt; inactive = no such curve, though single readings can be large; an effect the other way counts as inactive or inconclusive.

SMILES	Pf growth 48h	Sm TGR block	Shiga toxin inh	Cycloheximide cs	Giardia FBPA inh	Pf growth 96h
O=C(CCc1ccccc1)NCc1ccccc1	16%	2%	21	20	3%	1%
CN(CC(=O)Nc1ccccc1Cl)C(=O)CSc1nncn1C	0%	-1%	·	·	·	11%
CC1CC(C)CN(C(=O)c2cc3c(=O)n4ccccc4nc3s2)C1 (stereo unspecified)	-23%	0%	-5	10	8%	?
N#CCCN1CCn2c1nc1ccccc12	12%	6%	12	14	5%	16%
O=S(=O)(c1ccc(F)cc1)N1CCN(S(=O)(=O)c2cccs2)CC1	26%	7%	14	-3	·	?
COc1ccc(S(=O)(=O)N2CCN(C(=O)[C@@H]3CCCN3C(=O)c3cccs3)CC2)cc1	-2%	-6%	·	·	·	?
CCOC(=O)c1c(C)[nH]c(C)c1S(=O)(=O)N(C)CC(=O)Nc1cc(C)ccc1OC	?	-1%	-3	-1	·	-26%
O=c1c2cc(NC(=S)NCCCN3CCC(Cc4ccccc4)CC3)ccc2nc2n1CCCCC2	?	?	-12	-2	2%	?
CCOC(=O)CCCCC(=O)c1[nH]c(=O)[nH]c1CSc1nc2ccccc2[nH]1	?	3.2µM*	11	7	2%	24%
O=C(Nc1ccc(O)c(-c2nc3ccccc3o2)c1)C1(c2ccc([N+](=O)[O-])cc2)CCCC1	7.4µM*	4%	-25	2	-1%	?
Cc1ccnc(NS(=O)(=O)c2ccc(CC(C)C)cc2)c1	·	-4%	-11	-3	8%	54%[activator]
O=S(=O)(c1cccc(Br)c1)N1CCN(C(=S)NCC2CCCO2)CC1 (stereo unspecified)	?	-7%	·	·	·	?
COc1ccccc1NC(=O)CCc1nc(-c2ccccc2F)no1	22%	-21%	40	16*	-2%	-1%
C/C(=N\NC(=O)c1cc(C)nc2ccccc12)c1ccccn1	3.7µM*	1%	·	·	·	3.3µM*
O=C(NNc1cc(Cl)ccc1Cl)C1CCC1	4%	-30%	15	6	-1%	18%
C=CCn1c(SCc2cccc(C#N)c2)nnc1-c1ccccc1O	?	-6%	-4	-2	8%	0%
Cc1ccc2c(c1)N(CCC(=O)NC1CCCCC1C)C(=O)CO2 (stereo unspecified)	25%	0%	-3	-6	9%	?
COc1ccc(NC(=O)CSc2ncnc3c2cnn3CCc2ccccc2)cc1	4%	-6%	-18	12	7%	23%
CCc1cc2c(C)cc(C)cc2nc1SCC(=O)Nc1cc(C)on1	-8%	·	-6	-3	3%	-5%
CC(C)(C)CC(C)(C)NC(=S)Nc1ccc(S(=O)(=O)N2CCOCC2)cc1	-22%	1%	-6	-1	-2%	?
CC(C)C[C@H](NC(=O)c1nc[nH]c1C(=O)NCC(=O)OC(C)(C)C)C(=O)OCc1ccccc1	?	-7%	-4	-11	?	-98%
CC(=O)Nc1ccc(N2C(=O)CC(Sc3nc4ccccc4s3)C2=O)cc1 (stereo unspecified)	9%	·	8	8	-4%	-6%
CC(C)OCCCNS(=O)(=O)c1ccc2c(c1)OCCO2	6%	0%	-6	-4	4%	?
COc1cc(NS(=O)(=O)c2ccc(NC(=S)NC(=O)c3sc4cc(F)ccc4c3Cl)cc2)nc(OC)n1	25%	-20%	-16	-2	-12%	?
O=c1c2ccccc2cnn1CCOc1ccccc1	94%[activator]	-16%	-12	-1	-2%	41%[activator]
CC(C)CCNC(=O)c1onc(CSc2nc3ccccc3[nH]2)c1C(=O)NCCC(C)C	?	0%	12	1	-17%	2.3µM*
COc1c(Cl)cc(Cl)cc1C(=O)Nc1ccc(NC(C)=O)cc1	?	7%	26	9	2%	41%[activator]
O=C(NNC(=O)c1cnccc1C(F)(F)F)c1ccc(Cl)cc1	31%[activator]	8%	-3	1	-3%	42%[activator]
CS(=O)(=O)N1CCN(c2nc(-c3ccc(F)cc3)cs2)CC1	33%[activator]	-11%	-4	-2	-1%	6%
CC(=O)c1ccc(-c2csc(N3CCC(C(N)=O)CC3)n2)cc1	23%	-11%	·	·	·	15%
COC(=O)c1ccc(Cn2nnc3ccccc3c2=O)o1	0%	-22%	3	-2	0%	-23%
COC(=O)C1=C(C)NC(=O)NC1c1ccc(-c2ccc(F)cc2)o1 (stereo unspecified)	?	14µM*	13	-2	0%	?
CCN(CC)S(=O)(=O)c1cccc(NC(=O)CN2C(=O)NC3(CCC(C)CC3)C2=O)c1 (stereo unspecified)	?	1%	·	·	·	-10%
CCOc1ccccc1C(=O)N(C)Cc1cc2cc(OC)ccc2[nH]c1=O	-27%	0%	38	-6	-3%	?
O=C(CSc1ncc(-c2ccccc2)[nH]1)Nc1ccccc1F	108%[activator]	-1%	72*	40*	-7%	-9%
Cc1ccc(CSCC(=O)NCc2cccs2)cc1	23%	0%	18	-3	-3%	16%
Cc1c(C(=O)Nc2ccc(F)cc2)oc2ccc(S(=O)(=O)N3CCC4(CC3)OCCO4)cc12	9.3µM*	6%	24	-1	1%	?
CCN(C(=O)CSc1nc2ccc(OC)cc2[nH]1)c1c(N)n(Cc2ccccc2)c(=O)[nH]c1=O	?	0%	·	·	·	-1%
COc1ccccc1C(=O)N1CCN(C(=O)c2oc3ccc(C)cc3c2C)CC1	-24%	-2%	37	5	-2%	?
CCN(CC)C(=O)c1c(C)[nH]c(=S)c(C#N)c1-c1ccco1	-15%	14µM*	-21	-1	10µM*	-30%
CC1CCCC(NC(=O)CN2CCN(S(=O)(=O)c3ccc(Br)s3)CC2)C1C (stereo unspecified)	?	-5%	·	·	·	?
COc1ccc(/C=C/C(=O)OCC(=O)NC2CCCC2)c(OC)c1	-18%	-25%	·	·	·	23%
Cc1cc(=O)oc2cc(OCC(=O)Nc3ccccc3C(N)=O)c(Cl)cc12	30%	5%	-2	6	-3%	8%
CCOc1cc(N2CCOCC2)c(OCC)cc1NC(=O)COc1cccc2cccnc12	3.3µM*	4%	-2	3	0%	9.3µM*
N#Cc1c(SCC(=O)Nc2ccc(C(F)(F)F)cc2)sc2c(O)cc(=O)[nH]c12	?	-26%	-4	-5	-4%	4%
C=C(C)CC1(NC(C)c2ccccc2)CCCCC1 (stereo unspecified)	0%	3%	-6	-6	-4%	-7%
COc1ccccc1NC(=O)C(C)OC(=O)CCCc1c[nH]c2ccccc12 (stereo unspecified)	-18%	-2%	·	·	·	0%
CN1C2CCC1/C(=C\c1ccccc1Cl)C(=O)/C2=C\c1ccccc1Cl	?	0%	-3	-1	1%	·
CCOC(=O)c1sc(NC(=O)c2ccncc2)c(C#N)c1C	-13%	-9%	-1	-1	10%	?
CN(Cc1cn(C)nc1-c1cccc(Cl)c1)Cc1nccn1C	-3%	1%	1	-2	0%	-20%
O=C(/C=C/c1ccco1)NC(=S)N1CCCCC1	39%[activator]	25µM*	48*	26*	·	16%
CC(=O)C1=C(C)NC(SCc2cccc([N+](=O)[O-])c2)=C(C#N)C1c1ccco1 (stereo unspecified)	5%	-16%	17	-2	-1%	-3%
COc1ccc(NC(=O)CC2C(=O)N(CCc3ccccc3)C(=S)N2Cc2cccnc2)cc1 (stereo unspecified)	12µM*	-2%	-7	-4	-12%	13µM*
Cc1ccc(C(=O)NNC2=Nc3cccc4cccc2c34)cc1	?	-27%	4	-1	13%	?
CS(=O)(=O)N1CCN(C(=O)Cc2ccccc2)CC1	-3%	?	8	-2	2%	·
CCC(CC)c1nnc(NC(=O)c2ccc(N3CCCCC3)c([N+](=O)[O-])c2)s1	-6%	-1%	-11	-1	8%	-23%
CC1CC=CC2C1C(=O)N(Cc1ccccc1)C2c1ccc(C(F)(F)F)cc1 (stereo unspecified)	·	·	5	8	-4%	·
Cc1ccc(Cl)cc1N1CCN(S(=O)(=O)c2c(C)nc3scc(C)n3c2=O)CC1	?	6%	-9	-6	-2%	11%
Cc1occc1C(=O)N1CCN(S(=O)(=O)c2ccc(F)cc2)CC1	-24%	-16%	·	·	·	6%
CCCC(=O)OCCNc1cc(SCCC(=O)OC)c2nonc2c1[N+](=O)[O-]	-7%	3.5µM*	17	3	-26%	30%[activator]
New compounds follow:
SMILES	Pf growth 48h	Sm TGR block	Shiga toxin inh	Cycloheximide cs	Giardia FBPA inh	Pf growth 96h
OCCC1CN(Cc2ccccc2-c2ccco2)CCN1Cc1ccccc1 (stereo unspecified)	?	?	15	-2	-10%	9.3µM*
COc1ccc(NC(=S)N2CCN(C(c3ccccc3)c3ccccc3)CC2)cc1OC	-16%	6%	-9	-7	-4%	?
CCOc1ccccc1C1N(c2ccc(F)cc2)C(=O)C2CCCN21 (stereo unspecified)	-12%	-1%	-9	0	7%	?
CC(=O)Nc1nnc(SCC(=O)N2CCCc3ccccc32)s1	-12%	0%	-1	-6	6%	-6%
CC1=NN(c2ccccc2)C(=O)/C1=C/c1cc2cc(C)ccc2nc1N1CCCCC1	?	0%	43	23*	-27%	76%[activator]
Cc1ccccc1N(C(=O)c1ccco1)C(C(=O)NC1CCCC1)c1cccnc1 (stereo unspecified)	-11%	-7%	-5	-2	·	-1%
CN(Cc1ccccc1)C(=O)c1nc[nH]c1C(=O)N1CCc2ccccc2C1	-2%	35µM*	·	·	·	?
O=C(Nc1nc(-c2nc3ccccc3s2)cs1)C1CC1	53%[activator]	-15%	85*	63*	-11%	137%[activator]
Cc1cc(OC(=O)Cc2cccc3ccccc23)c([N+](=O)[O-])c(=O)[nH]1	13%	0%	-4	1	-2%	18%
Cn1nccc1NS(=O)(=O)c1ccc(C(C)(C)C)cc1	-4%	17%	17	3	16%	-29%
O=C(O)CCN=Cc1c(O)c2ccccc2oc1=O	-9%	-1%	-6	3	-3%	?
CCOc1ccc(-n2c(SCC(=O)Nc3ccc(OC)cc3OC)nc3c(c2=O)SCC3)cc1	?	-12%	-18	1	4%	1%

Gathered by group: the entries above containing a nitro group on carbon.
SMILES	Pf growth 48h	Sm TGR block	Shiga toxin inh	Cycloheximide cs	Giardia FBPA inh	Pf growth 96h
O=C(Nc1ccc(O)c(-c2nc3ccccc3o2)c1)C1(c2ccc([N+](=O)[O-])cc2)CCCC1	7.4µM*	4%	-25	2	-1%	?
CC(=O)C1=C(C)NC(SCc2cccc([N+](=O)[O-])c2)=C(C#N)C1c1ccco1 (stereo unspecified)	5%	-16%	17	-2	-1%	-3%
CCC(CC)c1nnc(NC(=O)c2ccc(N3CCCCC3)c([N+](=O)[O-])c2)s1	-6%	-1%	-11	-1	8%	-23%
CCCC(=O)OCCNc1cc(SCCC(=O)OC)c2nonc2c1[N+](=O)[O-]	-7%	3.5µM*	17	3	-26%	30%[activator]
Cc1cc(OC(=O)Cc2cccc3ccccc23)c([N+](=O)[O-])c(=O)[nH]1	13%	0%	-4	1	-2%	18%

(continued)
SMILES	Pf growth 48h	Sm TGR block	Shiga toxin inh	Cycloheximide cs	Giardia FBPA inh	Pf growth 96h
Cc1ccc(S(=O)(=O)N/N=C\c2cc3c(cc2[N+](=O)[O-])OCO3)cc1	1%	-10%	-10	-2	-12%	8%
CC1CCN(C(=O)CSc2nc3c(c(=O)n(C)c(=O)n3C)n2C)CC1	6%	-9%	0	-2	3%	8%
Cc1cc(NC(=O)C(Cl)c2ccccc2)no1 (stereo unspecified)	?	0%	-3	1	3%	16%
O=C(NC1CCCCCC1)C1Cc2ccccc2CN1C(=O)c1ccco1 (stereo unspecified)	-13%	?	8	10	-1%	0%
CCOC(=O)C1C2C=CC3(CN(C4CCCC4)C(=O)C13)O2 (stereo unspecified)	7%	2%	-17	5	5%	9%
Cc1c(NC(=O)c2cccnc2C(=O)O)cccc1C(=O)O	6%	2%	-7	-2	?	6%
CCOC(=O)C(=CNc1cc(C)ccc1[N+](=O)[O-])C(=O)OCC	32%[activator]	-26%	1	-3	4%	27%
